hIAP inh: human IAP inhibitors, primary screen, biochemical, luminescence, uHTS. 330,000 tested, 0.12% active. inhibition, % at 10 µM. Intestinal-type alkaline phosphatase (Homo sapiens), P09923. purified IAP, CDP-Star luminescence, 30 min. AID 2544, 2010;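 active = inhibition reaching a set limit with compound at 10 µM in the primary screen, cut at about 35% in these data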;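 also: plate controls were DMSO wells with enzyme for no effect and no-enzyme buffer wells for full effect; values of inactives mirror those of a sister screen read the other way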
Target sequence (P09923 whole entry, looked up): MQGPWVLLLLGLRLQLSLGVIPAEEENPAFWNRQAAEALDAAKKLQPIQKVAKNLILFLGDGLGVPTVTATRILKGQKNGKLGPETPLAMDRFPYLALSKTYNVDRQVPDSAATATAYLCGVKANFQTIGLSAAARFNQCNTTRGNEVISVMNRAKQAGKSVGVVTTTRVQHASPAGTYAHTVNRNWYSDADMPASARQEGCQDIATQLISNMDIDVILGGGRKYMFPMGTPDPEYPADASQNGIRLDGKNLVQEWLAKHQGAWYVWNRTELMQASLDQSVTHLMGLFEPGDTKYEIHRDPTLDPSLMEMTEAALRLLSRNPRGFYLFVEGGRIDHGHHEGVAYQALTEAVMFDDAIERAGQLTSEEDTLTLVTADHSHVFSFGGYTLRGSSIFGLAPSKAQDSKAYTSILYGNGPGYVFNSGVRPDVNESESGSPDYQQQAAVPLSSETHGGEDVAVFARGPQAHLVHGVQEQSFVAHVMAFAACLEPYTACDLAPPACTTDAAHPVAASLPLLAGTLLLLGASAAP
MIN6 prolif: inducers of MIN6 beta-cell proliferation, primary screen, ATP luminescence, uHTS | MIN6 cells proliferation, ATPlite luminescence, 48 h; cells starved in 0.2% serum; 100% = growth in 10% serum | proliferation, % at 10 µM | 330,000 tested, 0.29% active | AID 2380, 2010;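 active = compounds whose signal lies at least 3.5 SD above the mean of all wells on their plate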;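 also: 0% = DMSO-treated cells in low-serum medium and 100% = 10% serum control; some compounds called inactive have numbers as strong as hits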
tim10-1 inh: growth inhibitors of tim10-1 mutant yeast, primary screen, luminescence, uHTS | S. cerevisiae tim10-1 ts strain growth, BacTiter-Glo, 24 h | inhibition, % at 20 µM | 330,000 tested, 2.2% active | AID 463190, 2010;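 active = inhibition of at least 40%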;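 also: mutant grown at 25 °C; 0% = DMSO wells with yeast and 100% = wells holding no yeast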
mIAP activ: activators of mouse IAP, primary screen, biochemical, luminescence, uHTS; AID 2805, 2010; muIAP, CDP-Star luminescence, 30 min; stronger effect = higher value; 1 = vehicle-only enzyme signal, 0 = enzyme-free wells; activation factor at 10 µM; 330,000 tested, 0.24% active; intestinal alkaline phosphatase [Mus musculus];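 active = activation factor of at least 2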; also: the source names both 10 and 20 µM as test concentration; values of inactives mirror those of a sister screen read the other way
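also added = chemiluminescent substrate CDP-Star | test system = mouse IAP enzyme | signal = chemiluminescence readout | compound = DMSO-dissolved test compounds | incubation = 30 min at room temperature | benchmarks = DMSO wells, no-enzyme wells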
NALP3 yeast inh: NALP3 inflammasome inhibitors in reconstituted yeast, primary screen, luminescence, uHTS; Yeast reconstituted NLRP3/ASC/caspase-1, beta-gal luminescence, 24 h; inhibition, % at 10 µM; 330,000 tested, 0.39% active;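 active = inhibition of 50% or more; inactive = inhibition below 50%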;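 also: plate controls were induced DMSO wells for no effect and uninduced yeast grown without galactose for full effect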
mIAP inh: inhibitors of mouse IAP, primary screen, biochemical, luminescence, uHTS; intestinal alkaline phosphatase [Mus musculus]; inhibition, % at 10 µM; purified mouse IAP, CDP-Star luminescence, 30 min; 330,000 tested, 0.2% active;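 active = inhibition of at least 40% at 10 µM in the primary screen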;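 also: plate controls were DMSO with enzyme for no effect and no enzyme wells for full effect; values of inactives mirror those of a sister screen read the other way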
TIM10 inh: growth inhibitors of isogenic TIM10 control yeast, primary screen, counter-screen for tim10-1 yeast inhibitor project, luminescence, uHTS; S. cerevisiae TIM10 strain growth, BacTiter-Glo luminescence, 24 h; inhibition, % at 10 µM; 330,000 tested, 1.4% active; AID 463195, 2010;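 active = inhibition of 40% or more at the single tested concentration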;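 also: wild-type TIM10 isogenic control strain grown at permissive 25 °C; 0% = DMSO yeast wells and 100% = minimal medium wells without yeast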
APOBEC3A inh: APOBEC3A ssDNA deaminase inhibitors, primary screen, selectivity assay for APOBEC3G inhibitor project, biochemical, FAM/TAMRA oligo cleavage fluorescence. DNA dC->dU-editing enzyme APOBEC-3A (Homo sapiens), P31941. recombinant A3A, FAM/TAMRA ssDNA deamination fluorescence. inhibition, % at 20 µM. 330,000 tested, 0.41% active. AID 493011, 2011;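 active = at least 40% inhibition at 20 µM here, with at most 30% in a related deaminase screen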;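 also: plate controls were A3A with DMSO for no effect and wells lacking A3A enzyme for full effect; some results filed as inactive read as strong as hits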
A3G deaminase: APOBEC3G DNA deaminase inhibitors, primary screen, biochemical, fluorescence, single-stranded DNA substrate, uHTS | inhibition, % at 20 µM | recombinant A3G, ssDNA deamination FAM/TAMRA fluorescence | 330,000 tested, 0.28% active;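 active = inhibition of at least 40% at 20 µM, with no more than 30% in the related APOBEC3A deaminase screen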;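 also: plate controls were DMSO wells with A3G for no effect and wells lacking A3G enzyme for full effect; some compounds called inactive have numbers as strong as hits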
Target sequence (Q9HC16 whole entry, looked up): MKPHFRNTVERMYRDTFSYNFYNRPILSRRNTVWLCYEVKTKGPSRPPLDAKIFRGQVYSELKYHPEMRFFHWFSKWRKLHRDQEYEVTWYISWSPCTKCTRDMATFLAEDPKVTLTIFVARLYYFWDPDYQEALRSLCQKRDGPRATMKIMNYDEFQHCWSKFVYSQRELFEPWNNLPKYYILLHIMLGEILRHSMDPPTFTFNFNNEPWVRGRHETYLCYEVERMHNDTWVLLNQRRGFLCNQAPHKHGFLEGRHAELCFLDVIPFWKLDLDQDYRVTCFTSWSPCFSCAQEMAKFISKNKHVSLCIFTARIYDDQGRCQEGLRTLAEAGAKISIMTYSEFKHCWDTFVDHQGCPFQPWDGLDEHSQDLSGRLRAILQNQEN
The depositor's hits bear a star.

SMILES	hIAP inh	MIN6 prolif	tim10-1 inh	mIAP activ	NALP3 yeast inh	mIAP inh	TIM10 inh	APOBEC3A inh	A3G deaminase
CCN(CC)CCN1C(=O)c2ccccc2NC1c1cccc(F)c1 (stereo not given)	5	-3	0	0.98	6	2	-7	4	-1
COc1ccc(CCNC(=O)C2CCN(S(=O)(=O)c3ccc(OC)cc3)CC2)cc1	22	-3	2	1.1	14	-14	-9	-2	-4
O=C(Nc1ccccc1F)c1cc(S(=O)(=O)N2CCCCC2)cs1	9	1	20	0.99	17	0	-16	0	-5
CC(=O)Nc1ccc(S(=O)(=O)N[C@@H](C)C(=O)NC2CCCc3ccccc32)cc1 (stereo not given in full)	3	1	-13	0.89	0	11	-4	7	-7
CN1CCN(c2ccc(NC(=O)c3ccc(C(F)(F)F)cc3)cn2)CC1	10	0	-5	1	-11	-1	-3	2	-5
Cc1ccccc1N1CCN(Cc2c[nH]c3ccccc23)CC1	4	-4	33	1.2	26	-20	2	-5	-4
Cc1ccc(-c2nc(C3CCCN(S(=O)(=O)c4ccc(C)cc4)C3)no2)cc1 (stereo not given)	20	-3	27	1.1	12	-8	10	-2	-8
O=C(Cc1ccccc1[N+](=O)[O-])NCc1ccc(Cl)cc1	-2	-2	9	0.98	7	2	3	-1	-4
COc1ccc(CN=C(NS(=O)(=O)c2cccs2)SC)cc1	-4	0	13	1	12	-4	4	1	6
O=C(Nc1cccc(-n2cccn2)c1)C1CCCN(Cc2cccc(F)c2F)C1 (stereo not given)	-2	4	23	1.1	18	-10	15	6	-1

Some of these compounds in order of their number in mIAP activ, highest first.
Structure,hIAP inh,mIAP activ,NALP3 yeast inh,mIAP inh,APOBEC3A inh,A3G deaminase
Cc1ccccc1N1CCN(Cc2c[nH]c3ccccc23)CC1,4,1.2,26,-20,-5,-4
Cc1ccc(-c2nc(C3CCCN(S(=O)(=O)c4ccc(C)cc4)C3)no2)cc1 (stereo not given),20,1.1,12,-8,-2,-8
CC(=O)Nc1ccc(S(=O)(=O)N[C@@H](C)C(=O)NC2CCCc3ccccc32)cc1 (stereo not given in full),3,0.89,0,11,7,-7

Reformatted as a markdown table: entries from further up.
| smiles | hIAP inh | MIN6 prolif | tim10-1 inh | mIAP activ | NALP3 yeast inh | mIAP inh | TIM10 inh | APOBEC3A inh | A3G deaminase |
| --- | --- | --- | --- | --- | --- | --- | --- | --- | --- |
| COc1ccc(CCNC(=O)C2CCN(S(=O)(=O)c3ccc(OC)cc3)CC2)cc1 | 22 | -3 | 2 | 1.1 | 14 | -14 | -9 | -2 | -4 |
| O=C(Nc1ccccc1F)c1cc(S(=O)(=O)N2CCCCC2)cs1 | 9 | 1 | 20 | 0.99 | 17 | 0 | -16 | 0 | -5 |
| CCN(CC)CCN1C(=O)c2ccccc2NC1c1cccc(F)c1 (stereo not given) | 5 | -3 | 0 | 0.98 | 6 | 2 | -7 | 4 | -1 |

Next structures:
SMILES	hIAP inh	MIN6 prolif	tim10-1 inh	mIAP activ	NALP3 yeast inh	mIAP inh	TIM10 inh	APOBEC3A inh	A3G deaminase
FC(F)(F)c1cccc(NC(=S)N2CCCCCC2)c1	1	-2	12	0.94	3	6	24	-1	-10
O=C(CCc1ccc(S(=O)(=O)NCc2ccccc2)cc1)NCc1ccco1	-11	-2	-3	1.1	-15	-6	-8	-3	-8
CN(C)C(=O)c1ccc(=O)n(Cc2ccc(Cl)cc2Cl)c1	11	0	-6	1.1	19	-7	20	5	-5
Nc1c(C(=O)NCc2ccco2)nnn1Cc1ccccc1	15	1	4	0.97	4	3	5	-1	-4
O=S(=O)(NCCCN1CCOCC1)c1ccc(Cl)cc1	-18	6	-2	0.99	10	1	-19	-1	-7
CCOC(=O)C1=C(CS(=O)(=O)c2ccccc2)NC(=O)NC1c1ccccc1OCC (stereo not given)	-2	8	11	0.95	9	5	-5	-4	-7
CCOC(=O)N1CCC2(CC1)C(C#N)=C(N)OC1=C2C(=O)CC(C)(C)C1	-1	4	7	0.97	-11	3	16	-15	-6
CCN(CC)c1ccc(NC(=O)COc2ccc(-n3cnnn3)cc2)cc1	-16	-3	0	1	18	-1	-4	-1	-7
O=C(O)C1(c2ccccc2)CCN(S(=O)(=O)c2ccc(Cl)s2)CC1	11	-2	11	1	4	-1	-15	-2	-7
Cc1ccnc(NC(=O)Nc2cccc(F)c2)c1	-3	-2	12	0.95	44	5	17	-1	-11
CCC(C)(C(=O)NC1CCCC1)N(C(C)=O)c1ccc(C)cc1 (stereo not given)	12	-2	21	0.95	12	5	4	-3	-3
O=C(Nc1nc2ccccc2c2nc3ccccc3n12)c1ccc(F)cc1	-34	-2	5	0.85	15	15	8	-1	-4
O=C(CN1CCCC(O)C1)N1c2ccccc2Sc2ccc(C(F)(F)F)cc21 (stereo not given)	-19	-1	14	1	19	-3	14	-3	-6
CCOC(=O)C1=C(c2ccccc2)N=c2s/c(=C\c3ccc(O)cc3)c(=O)n2C1c1cccs1 (stereo not given)	5	-4	31	0.68	25	32	23	-14	-22
CCCc1c(O)nc(SC2CC(=O)N(c3ccc(C)c(Cl)c3)C2=O)[nH]c1=O (stereo not given)	-7	0	3	0.93	0	7	2	9	2
Cc1ccc(CNC(=O)C(OC(=O)c2cccs2)C(C)C)cc1 (stereo not given)	3	3	-12	0.96	10	4	-15	-2	-15
Cc1ccc(NC(=O)CN2CCN(Cc3ccccc3)CC2)cc1Cl	8	-1	-19	0.9	22	10	6	-3	-8
Brc1ccc(CSc2nccn2-c2ccccc2)cc1	6	0	10	1	25	-2	8	0	-3
COc1ccc(NC(=O)CSc2nnc(CNC(=O)c3ccco3)n2-c2ccccc2OC)cc1	-2	-1	8	1	3	-1	3	2	2
CCc1ccc(NC(=O)N(CCOC)C2CCN(C(C)=O)CC2)cc1	11	3	15	0.91	1	9	4	-1	-5
O=[N+]([O-])c1ccc2[nH]ncc2c1	24	-1	-8	1.1	1	-6	-10	0	-4
Cc1cc(C)c2nc(N(CCN(C)C)C(=O)c3ccc4ccccc4c3)sc2c1	-2	-8	38	0.99	12	1	25	-4	-1
COc1ccc(C(C(=O)NC2CCCC2)N(C(=O)c2snc(C(N)=O)c2N)c2ccccc2OC)cc1OC (stereo not given)	5	-3	1	0.87	0	13	15	-3	-4
CCOC(=O)N1CCN(C(=O)c2cc(COc3ccc(OC)cc3Cl)on2)CC1	23	-3	39	1	25	-3	21	-3	15
CC1CCN(C(=O)COC(=O)c2cc(=O)[nH]c3ccccc23)CC1	-4	-3	-3	1.1	11	-6	2	-1	-8
CCCCCSc1nc2c(c(=O)[nH]c(=O)n2C)n1C(C)C	2	1	7	0.98	13	2	-12	-1	-7
CCOC(=O)Cn1nc(C)c(NC(=O)COc2ccccc2)c1C	-8	2	11	0.95	-5	5	-10	-4	-1
COc1ccc(F)cc1S(=O)(=O)NCC1CCCO1 (stereo not given)	6	-2	-7	1	0	-1	-8	-2	-3
CN(CCOc1ccccc1)C(=O)c1ccc2c(c1)OCO2	3	-1	4	1	9	-1	5	-3	-8
O=C(c1ccccc1)c1cccn1CC(=O)N1CCN(c2ccccc2)CC1	-11	-1	19	0.98	28	2	11	0	-1

7 compounds picked at random from those above, as already listed:
SMILES	hIAP inh	MIN6 prolif	tim10-1 inh	mIAP activ	NALP3 yeast inh	mIAP inh	TIM10 inh	APOBEC3A inh	A3G deaminase
O=C(Nc1nc2ccccc2c2nc3ccccc3n12)c1ccc(F)cc1	-34	-2	5	0.85	15	15	8	-1	-4
O=C(Cc1ccccc1[N+](=O)[O-])NCc1ccc(Cl)cc1	-2	-2	9	0.98	7	2	3	-1	-4
FC(F)(F)c1cccc(NC(=S)N2CCCCCC2)c1	1	-2	12	0.94	3	6	24	-1	-10
Cc1ccc(CNC(=O)C(OC(=O)c2cccs2)C(C)C)cc1 (stereo not given)	3	3	-12	0.96	10	4	-15	-2	-15
COc1ccc(CN=C(NS(=O)(=O)c2cccs2)SC)cc1	-4	0	13	1	12	-4	4	1	6
CCCc1c(O)nc(SC2CC(=O)N(c3ccc(C)c(Cl)c3)C2=O)[nH]c1=O (stereo not given)	-7	0	3	0.93	0	7	2	9	2
O=C(CN1CCCC(O)C1)N1c2ccccc2Sc2ccc(C(F)(F)F)cc21 (stereo not given)	-19	-1	14	1	19	-3	14	-3	-6

More structures.
SMILES	hIAP inh	MIN6 prolif	tim10-1 inh	mIAP activ	NALP3 yeast inh	mIAP inh	TIM10 inh	APOBEC3A inh	A3G deaminase
CCOC(=O)/C(=N\Nc1ccccc1Cl)N(C)C1CCCCC1	8	0	-61	0.99	4	1	-63	3	-3
C/C(N)=C(/C#N)C(=O)CSc1nc(C2CCCCC2)n(-c2ccccc2)n1	-22	1	36	1	1	0	10	-1	0
Cn1c(COc2nnc(-c3ccc(Cl)cc3)c3ccccc23)nc2ccccc21	7	-1	39	1.1	11	-10	12	0	-4
CCN(CC)CCCNC(=S)N1CCN(c2nc3ccccc3n2CC)CC1	0	1	-5	1	11	-4	-3	-7	-3
CCC(C)(C)n1nnnc1C(c1ccc(C)cc1)N1CCSCC1 (stereo not given)	-14	3	30	0.96	10	4	19	-3	-7
Cc1ccc(CNC(=O)C2CC(=O)OC23CCCC3)c(C)c1 (stereo not given)	-2	2	19	1.1	-15	-7	14	9	1
COc1cccc(N2CC(C(=O)OC(C)C(=O)c3ccccc3)CC2=O)c1 (stereo not given)	-2	2	24	0.97	-3	3	1	-1	-3
CCN1CCN(C(=O)c2cc(S(=O)(=O)N3CCCCC3)ccc2Cl)CC1	10	-1	-23	0.97	13	3	2	-2	-11
COc1cc(OC)cc(-c2oc(=O)c3cc(OC)c(OC)cc3c2C(F)(F)F)c1	7	-2	7	0.85	20	15	2	-1	-8

Source: PubChem
